TDP1 inh: inhibitors of human tyrosyl-DNA phosphodiesterase TDP1. Q9NUW8. recombinant TDP1, AlphaScreen DNA substrate cleavage. Potency, µM (titrated, usually from 130 µM), inactives show top-dose activity change, negative = inhibition, hits mostly inhibitors. hit rate 0.28% among 350,000; note: nearly all actives have a fitted effect of over 40% in size
Target sequence (Q9NUW8 whole entry, looked up): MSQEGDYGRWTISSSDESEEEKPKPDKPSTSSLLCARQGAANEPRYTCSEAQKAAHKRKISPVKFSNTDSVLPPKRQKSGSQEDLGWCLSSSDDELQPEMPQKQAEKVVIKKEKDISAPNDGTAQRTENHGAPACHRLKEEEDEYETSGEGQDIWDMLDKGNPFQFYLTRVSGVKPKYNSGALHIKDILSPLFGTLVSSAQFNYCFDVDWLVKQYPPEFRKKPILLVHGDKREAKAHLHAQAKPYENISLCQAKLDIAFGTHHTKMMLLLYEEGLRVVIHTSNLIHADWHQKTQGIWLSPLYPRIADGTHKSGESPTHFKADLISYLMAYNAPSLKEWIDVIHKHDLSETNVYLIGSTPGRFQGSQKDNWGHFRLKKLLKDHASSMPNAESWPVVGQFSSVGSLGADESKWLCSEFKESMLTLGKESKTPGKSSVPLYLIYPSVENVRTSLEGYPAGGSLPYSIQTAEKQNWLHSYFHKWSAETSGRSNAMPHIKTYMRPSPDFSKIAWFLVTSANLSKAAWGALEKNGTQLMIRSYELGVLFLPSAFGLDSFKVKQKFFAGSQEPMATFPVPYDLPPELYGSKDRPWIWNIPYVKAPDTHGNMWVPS
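Tdp1 1 nM final; 15 min RT w/ cpd; substrate 15 nM, 5 min; beads 10 ug/ml, 10 min; AlphaScreen read. Neg ctrl: no enzyme.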
DT40 TDP1 no CPT: qHTS for Inhibitors of human tyrosyl-DNA phosphodiesterase 1 (TDP1): qHTS in cells in absence of CPT | DT40 Tdp1-/- hTDP1 cells, no CPT, ATP luminescence, 48 h | Potency, µM (series often up to 46.2 µM), inactives show at the highest dose activity change, negative = growth inhibition, most hits filed as inhibitors | hit rate 15% among 420,000 | AID 686978, 2013; note: nearly all actives have a fitted effect of over 55% in size
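Chicken DT40 Tdp1-/- cells complemented with human TDP1, screened without camptothecin (DMSO vehicle only), 400 cells/well. Compounds pin-transferred, cells incubated at 37 °C for at least 48 hr. Growth read as ATP-dependent luminescence (CellTiter-Glo, 30 min at RT).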
DT40 TDP1 CPT: DT40-hTDP1 cell growth loss with CPT. chicken DT40 Tdp1-/-;hTDP1 cells + 20 nM CPT, ATP luminescence, 48 h. Potency, µM (series often up to 46.2 µM), without a hit: at the top dose activity change, negative = growth inhibition, hits mostly inhibitors. AID 686979. hit rate 12% among 420,000; note: nearly all actives have a fitted effect of over 55% in size
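Chicken DT40 Tdp1-/- cells complemented with human TDP1, 400 cells/well, exposed to compounds plus 20 nM camptothecin for at least 48 h at 37 C; viability read as ATP content by CellTiter-Glo luminescence.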
Starred values were filed as active, the others as inactive; ? = inconclusive; / = not tested or not shown; [ ] = remark or other dose. Calls come from the whole dose curve; as a rule, active = well fitted curve in the direction sought with a large enough effect; inconclusive = small, poorly fitted or top-dose-only effect, or another doubt; inactive = no such curve, though single readings can be large; an effect the other way counts as inactive or inconclusive. % is set by controls: 0 for no effect and ±100 for the full control effect; potency is the fitted concentration of half-maximal effect.

[1] CCOc1ccc(CCNC(=O)C2CCN(c3ncnc4c3nc3n4CCCCC3)CC2)cc1
[2] COCCNC(=O)c1ccccc1NS(=O)(=O)c1ccc(C)c([N+](=O)[O-])c1
[3] COc1ccc(NS(=O)(=O)c2ccc(-n3cccn3)cc2)cc1OC
[4] COCCCNC(=O)c1cccc2c(-c3cccc(C(N)=O)c3)coc12
[5] COc1ccc(N2CCN(C(=O)c3cc4c(s3)CCCCC4)CC2)cc1
[6] Cc1ccc2nc(NC(=O)CN3CCN(c4ccccn4)CC3)sc2c1

| Compound | 1 | 2 | 3 | 4 | 5 | 6 |
| --- | --- | --- | --- | --- | --- | --- |
| TDP1 inh | 3.7% | 3.2% | -3.8% | / | 11.2% | / |
| DT40 TDP1 CPT | ? | -3.7% | 5.8µM* | ? | 20.6µM* | 18.8% |
| DT40 TDP1 no CPT | -5.6% | -13.7% | 4.61µM* | 13µM* | ? | ? |

Compound profiles, as listed above. Screens in order: TDP1 inh	DT40 TDP1 CPT	DT40 TDP1 no CPT
Shown for COCCNC(=O)c1ccccc1NS(=O)(=O)c1ccc(C)c([N+](=O)[O-])c1 = 3.2%	-3.7%	-13.7%
Shown for Cc1ccc2nc(NC(=O)CN3CCN(c4ccccn4)CC3)sc2c1 = /	18.8%	?

Returning to the listing, repeating the 4 entries before the break.
[3] COc1ccc(NS(=O)(=O)c2ccc(-n3cccn3)cc2)cc1OC
[4] COCCCNC(=O)c1cccc2c(-c3cccc(C(N)=O)c3)coc12
[5] COc1ccc(N2CCN(C(=O)c3cc4c(s3)CCCCC4)CC2)cc1
[6] Cc1ccc2nc(NC(=O)CN3CCN(c4ccccn4)CC3)sc2c1
[7] O=C(Cn1c(=O)n(Cc2cccs2)c(=O)c2cccnc21)Nc1ccccc1F
[8] Cc1ccc(CCNC(=O)c2ccc3c(c2)N(Cc2ccccc2)C(=O)c2ccccc2S3=O)cc1 (stereo not given)
[9] CCOCCCNC(=O)C(c1ccc(C)cc1)N(Cc1cccs1)C(=O)c1ccccc1O (stereo not given)
[10] Cc1ccc(-c2nn(-c3ccccc3)cc2C2SCC(=O)N2Cc2ccccc2)o1 (stereo not given)
[11] O=C(Cn1c(=O)nc(-c2ccccc2)c2cc(Cl)ccc21)NCc1ccc(Cl)cc1
[12] CC12CCC(C(N)C1=O)C2(C)C (stereo not given)

| Compound | 3 | 4 | 5 | 6 | 7 | 8 | 9 | 10 | 11 | 12 |
| --- | --- | --- | --- | --- | --- | --- | --- | --- | --- | --- |
| TDP1 inh | -3.8% | / | 11.2% | / | 2.9% | 8.1% | 2.7% | 7.6% | 0.9% | / |
| DT40 TDP1 CPT | 5.8µM* | ? | 20.6µM* | 18.8% | -6.7% | 16.4µM* | -6.0% | 13µM* | ? | 6.1% |
| DT40 TDP1 no CPT | 4.61µM* | 13µM* | ? | ? | 2.0% | 14.6µM* | ? | 8.2µM* | 23.1µM* | -4.9% |

[13] CCCC(CCC)C(=O)Nc1cccc(-c2cn3c(n2)SCC3)c1
[14] CC(C)N1CC(COc2ccc(Cl)cc2Cl)OC1=O (stereo not given)
[15] O=C(Nc1ccc(Cl)cc1)c1cc(S(=O)(=O)NC2CCCCCC2)ccc1F
[16] O=C(O)c1ccccc1-c1ccccc1C(=O)NCc1ccccc1Cl
[17] Cc1ccn2cc(-c3cccc(NC(=O)C(C)C)c3)nc2c1
[18] COc1ccc(S(=O)(=O)N2CCN(Cc3ccc4c(c3)OCO4)CC2)cc1F

| Compound | 13 | 14 | 15 | 16 | 17 | 18 |
| --- | --- | --- | --- | --- | --- | --- |
| TDP1 inh | 2.1% | / | 7.8% | 1.2% | 2.5% | / |
| DT40 TDP1 CPT | -20.1% | -2.9% | ? | -6.9% | 14.6µM* | -26.6% |
| DT40 TDP1 no CPT | ? | 11.5% | ? | 25.5% | 29.1µM* | -5.7% |

[19] COc1ccccc1OCc1nc2ccccc2s1
[20] CC1CCN(C(=O)CCc2ccc(Oc3cc([N+](=O)[O-])cc([N+](=O)[O-])c3)cc2)CC1
[21] O=C(NC1CCCCC1)C(c1cccs1)N(C(=O)c1ccccn1)c1ccccc1 (stereo not given)
[22] O=C(Nc1ccccc1Cl)c1sc2cccc(Cl)c2c1Cl
[23] CN(C)c1ccc(C(=O)Nc2ccc(S(=O)(=O)NC3=NCCCCC3)cc2)cc1
[24] CN(C)CCCNC(=S)N1CCC(c2nc3ccccc3[nH]2)CC1

| Compound | 19 | 20 | 21 | 22 | 23 | 24 |
| --- | --- | --- | --- | --- | --- | --- |
| TDP1 inh | 1.0% | 6.9% | 2.7% | -4.0%[12.3 µM] | 4.9% | / |
| DT40 TDP1 CPT | -16.1% | ? | -14.2% | 1.8% | -21.1% | 0.9% |
| DT40 TDP1 no CPT | ? | ? | ? | 0.1% | -4.5% | 10.9% |

[25] Cc1ccc(NC(=O)c2cc(S(=O)(=O)N(C)C)ccc2N2CCCC2)cc1F
[26] CN(C(=O)Cn1c(=O)n(CCC(=O)NCc2ccc3c(c2)OCO3)c(=O)c2sccc21)c1ccccc1
[27] NC(=O)C1CC=CCC1C(=O)OCC(Cl)=C(Cl)Cl (stereo not given)
[28] CC(=O)NCCSCCNC(C)=O
[29] Cc1nc(-c2ccccc2)sc1-c1ccc(SCC(=O)Nc2ccccc2)nn1
[30] Cc1cc(Cl)ccc1NC(=S)N1CCN(Cc2ccc3c(c2)OCO3)CC1

| Compound | 25 | 26 | 27 | 28 | 29 | 30 |
| --- | --- | --- | --- | --- | --- | --- |
| TDP1 inh | 2.3% | 0.9% | 4.2% | 4.0% | 0.0% | -5.3% |
| DT40 TDP1 CPT | 0.8% | -16.2% | -9.9% | -4.8% | ? | ? |
| DT40 TDP1 no CPT | 2.7% | -1.4% | 4.7% | -7.1% | 23.1µM* | ? |

[31] Cc1cc(N/N=C/c2ccccc2[N+](=O)[O-])nc(-n2nc(C)cc2C)n1
[32] Cc1ccc(NS(=O)(=O)c2cccc(C(=O)OCC(=O)NCc3ccco3)c2)cc1
[33] CN(C)c1ccc(C(=O)N2CCC2(C)C(=O)O)cc1 (stereo not given)
[34] O=C(CNC(=O)c1ccc2c(c1)S(=O)(=O)N=C1CCCCCN12)Nc1ccc(F)c(F)c1
[35] Cc1ccc(SCc2nc(-c3ccc(C(=O)Nc4cc(C)ccc4C)cc3)oc2C)cc1
[36] Cc1nc2c(C)cccn2c(=O)c1NC(=O)COc1ccccc1

| Compound | 31 | 32 | 33 | 34 | 35 | 36 |
| --- | --- | --- | --- | --- | --- | --- |
| TDP1 inh | 11.2% | -1.0% | / | / | 5.6% | 3.7% |
| DT40 TDP1 CPT | 1.16µM* | ? | 1.8% | -18.8% | 8.2µM* | -6.3% |
| DT40 TDP1 no CPT | 0.92µM* | ? | 0.5% | ? | 8.2µM* | -0.2% |

[37] C/C(=N\NS(=O)(=O)c1ccc(C)cc1)c1ccc(C)s1
[38] CSc1ccc(Cl)c(C(=O)NNC(=O)c2csc(N3CCOCC3)n2)c1
[39] O=C(O)/C=C/c1coc2ccccc2c1=O
[40] O=c1[nH][nH]c(-c2ccccc2)c1C=Nc1ccc(C(F)(F)F)cc1
[41] O=C1CN(C(=O)COC(=O)CCS(=O)(=O)c2ccccc2Cl)c2ccccc2N1
[42] Cc1ccc(NC(=O)CCS(=O)(=O)c2cc3[nH]c(=O)c(=O)[nH]c3cc2C)cc1

| Compound | 37 | 38 | 39 | 40 | 41 | 42 |
| --- | --- | --- | --- | --- | --- | --- |
| TDP1 inh | 0.0% | 0.9% | 0.0% | 6.0% | / | -0.1% |
| DT40 TDP1 CPT | -3.9% | -1.1% | 0.1% | -1.1% | 18.4µM* | 5.7% |
| DT40 TDP1 no CPT | 3.6% | -21.9% | 28.1% | 4.4% | ? | 3.9% |

[43] CN(CCO)S(=O)(=O)c1ccc2c(c1)C(=O)c1cc(S(=O)(=O)N(C)CCO)ccc1-2
[44] CC1(C)CC(=O)C2=C(C1)N(c1ccc(F)cc1)C(N)=C(C#N)C2c1cccs1 (stereo not given)
[45] Cc1ccc(NS(=O)(=O)c2ccc3oc(=O)ccc3c2)cc1Cl
[46] Nc1[nH]c(C(=O)c2ccccc2)c(-c2ccc(Br)cc2)c1C(=O)c1cccs1
[47] Nc1nonc1-n1nnc(C(=O)N/N=C/c2ccc(OCc3ccccc3F)cc2)c1CNc1ccccc1
[48] C/C(=N\NC(=O)c1ccc(CSc2nncn2C)cc1)c1ccc2ccccc2c1

| Compound | 43 | 44 | 45 | 46 | 47 | 48 |
| --- | --- | --- | --- | --- | --- | --- |
| TDP1 inh | / | 1.9% | / | / | 4.2% | -0.6% |
| DT40 TDP1 CPT | 3.0% | ? | -27.7% | -23.5% | -15.3% | 6.7% |
| DT40 TDP1 no CPT | -2.0% | ? | ? | ? | -0.2% | -0.9% |

[49] COc1cc(C(=O)NCCOc2ccccc2C)c(Br)c(OC)c1OC
[50] Cc1cc(C)c(NC(=O)Nc2sc3nc4n(c(=O)c3c2C)CCC(C)CC4)c(C)c1 (stereo not given)
[51] Cc1ccc(OCc2cc(C(=O)NCC(C)c3ccccc3)no2)cc1C (stereo not given)
[52] Cc1cccc(N(C(=O)CCC(=O)Nc2cc(C)on2)C(C(=O)NC2CCCC2)c2ccc(C)o2)c1 (stereo not given)
[53] COc1ccc(-c2cn(-c3ccc(Br)cc3)c3[n+]2CCS3)cc1
[54] COc1ccc2c(c1)OC(C)CN(CCNC(=O)c1csc(-c3cccs3)n1)C2 (stereo not given)
[55] O=C(NC1CCCCC1)c1nc(-c2c(F)cccc2F)oc1-c1ccccc1
[56] Clc1ccc(-c2nnc(SCc3nc(-c4ccccc4)no3)o2)cc1

| Compound | 49 | 50 | 51 | 52 | 53 | 54 | 55 | 56 |
| --- | --- | --- | --- | --- | --- | --- | --- | --- |
| TDP1 inh | 5.5% | -2.9% | -12.0% | 4.8% | 2.7% | / | / | -3.7% |
| DT40 TDP1 CPT | -4.3% | -24.8% | ? | ? | 8.2µM* | -6.2%[9.04 µM] | 23.1µM* | ? |
| DT40 TDP1 no CPT | 16.3% | -29.1% | ? | -18.2% | 6.51µM* | -14.0% | 25.9µM* | ? |

Screening results as filed in PubChem BioAssay.
